KLF5 inhibitor: KLF5 expression inhibitors, primary screen, DLD-1 cells, luminescence; inhibition, % at 5 µM; AID 1700, 2009; hit rate 0.23% among 290,000; DLD-1 KLF5 promoter-luciferase reporter;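 active = inhibition above a per-plate limit of that plate's mean compound inhibition plus 3 SD, cut at about 60% in these data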;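 also: 0% = DMSO wells and 100% = LY294002 at 200 µM; higher means less KLF5 promoter-driven luciferase light; inactives centre near -14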
HIF activator: HIF pathway transcriptional activators, primary screen, cell-based, U2OS HRE-luciferase, luminescence. AID 1910, 2009. U2OS HRE-luciferase reporter; normalized: DMSO 0%, desferrioxamine 100%. activation, % at 7.5 µM (by protocol). hit rate 0.32% among 300,000;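 active = mean activation of at least 10% of the iron chelator positive control signal, with at least half of replicates also reaching 10%; inconclusive = mean and replicate majority disagree about reaching 10%; inactive = mean and most replicates under 10%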
HDAC3 inh: HDAC3 deacetylase inhibitors, primary screen, biochemical, fluorescence, cell-free homogeneous. hit rate 0.15% among 320,000. recombinant HDAC3, fluorogenic peptide/trypsin coupled. Histone deacetylase 3 (Homo sapiens), O15379. inhibition, % at 8.3 µM. AID 2718, 2010; in the data active = inhibition above about 26%, passing the limit was not always enough; inconclusive = no clear call, values can overlap the other calls
Target sequence (O15379 whole entry, looked up): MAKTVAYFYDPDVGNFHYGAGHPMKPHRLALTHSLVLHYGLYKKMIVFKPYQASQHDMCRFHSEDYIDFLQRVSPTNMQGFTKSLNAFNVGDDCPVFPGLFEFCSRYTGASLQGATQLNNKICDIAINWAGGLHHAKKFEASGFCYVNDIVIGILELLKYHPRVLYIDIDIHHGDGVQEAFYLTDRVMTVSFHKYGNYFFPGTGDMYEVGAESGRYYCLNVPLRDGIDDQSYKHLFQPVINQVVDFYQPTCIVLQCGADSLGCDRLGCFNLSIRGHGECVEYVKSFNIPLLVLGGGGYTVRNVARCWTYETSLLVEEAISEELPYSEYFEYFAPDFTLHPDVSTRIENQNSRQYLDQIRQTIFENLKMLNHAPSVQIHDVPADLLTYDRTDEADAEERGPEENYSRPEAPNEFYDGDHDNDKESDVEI
HSP90 inh: HSP90 inhibitors, primary screen, cell lysate, luminescence; Heat shock protein HSP 90 (rabbit reticulocyte lysate; luciferase refolding); inhibition, % at 5.6 µM; hit rate 0.91% among 290,000; Rabbit reticulocyte lysate, luciferase refolding luminescence, 3 h;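 active = inhibition above the screen-wide mean plus 3 SD, computed separately per campaign, cut at about 16% in these data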;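 also: 0% = DMSO wells and 100% = 60 µM geldanamycin wells; inhibitors lower the luminescence because luciferase stays unfolded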
HSF1 activator: HSF-1 activators, primary screen, NIH3T3-HGL cells, MG132 stress, luminescence, single point. hit rate 1.7% among 300,000. AID 504408, 2011. NIH3T3-HGL HSF-1 luciferase reporter, 8 h; 100% = twice DMSO control signal. activation, % at 9 µM;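 active = mean replicate activation of at least 50% with a set share of replicates each reaching 50%; inconclusive = only one of those two conditions met; inactive = mean below 50% and too few replicates reaching it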;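 also: 0% = median of the neutral control wells and 100% = twice that signal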
aSyn UTR inh: MLPCN primary screen, SNCA 5' untranslated region. hit rate 0.82% among 300,000. inhibition, % (tested at 7.5 µM). alpha-synuclein 5'UTR reporter, inhibitor activity; in the data active = inhibition above about 60%; inconclusive = no clear call, values can overlap the other calls;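 also: H4 neuroglioblastoma cells stably carrying SNCA 5'UTR luciferase fusion; 0% = DMSO wells and 100% = positive control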
Platelet DG rel: inhibitors of platelet dense granule secretion, primary screen, cell-based, MLPCN, human platelets; human platelet-rich plasma, SFLLRN dense granule ATP release, luminescence; inhibition, %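 (compounds screened at 7.5 µM in platelet-rich plasma)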; hit rate 0.22% among 300,000;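 active = mean replicate score, as percent of positive control, at or above 50; inconclusive = mean below 50 but at least one replicate at or above 50; inactive = mean and every replicate below 50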
AI-2 QS mod: Vibrio harveyi AI-2 quorum sensing modulators, primary screen, JMH597 strain, luminescence/OD600 ratio; Vibrio harveyi JMH597 AI-2 luminescence/OD600 ratio, 9 h; active compounds read low; strain lacks LuxN and CqsS sensors; 0 = neutral-control median; activity change, % at 7.5 µM; hit rate 0.4% among 300,000; AID 2094, 2009; in the data active = activity change below about -75%, passing the limit was not always enough; inconclusive = no clear call, values can overlap the other calls;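 also: luminescence divided by OD600 gain over 9 h not by final OD600 alone; inactives centre near 13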
IEC-6 cytotox: cytotoxicity in IEC-6 intestinal epithelial cells, primary screen, cytotoxicity control for KLF5 inhibitor project, cell-based, luminescence; hit rate 0.78% among 290,000; inhibition, % at 5 µM; AID 1825, 2009; IEC-6 cytotoxicity, luminescence viability; in the data active = inhibition above about 22%;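 also: 0% = plate median of test compound wells and 100% = cytotoxic reference compound wells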
HSF1 inhib: HSF1 inhibitors in luciferase reporter cells, primary screen, cell-based, NIH3T3, luminescence; NIH3T3-HGL HSE-luciferase, MG132-induced, luminescence 8 h; active compounds read low; activity change, negative = inhibition, % at 7.5 µM (by protocol); hit rate 0.77% among 300,000; AID 2098, 2009;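 active = more than half of replicate wells show activity change below -50%, luminescence cut by over half; inconclusive = some wells, but at most half, below -50%; inactive = no replicate well below -50%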;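 also: luciferase reports HSF-1 transcriptional activity via heat shock element; 0% = median of DMSO wells and -100% = zero luminescence signal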
* hit, by the source's call; ? = inconclusive; nt = no result given. Hits appear at their usual frequency; 5% or so of the library scored in one or more.

smiles	Platelet DG rel	AI-2 QS mod	aSyn UTR inh	HSF1 activator	IEC-6 cytotox	HDAC3 inh	HSF1 inhib	HIF activator	HSP90 inh	KLF5 inhibitor
COc1ccc(C2=NOC(C(=O)NCc3ccccn3)C2)cc1 (stereo not drawn)	-1.9	16.7	0.2	2.1	3.6	0.2	-3.1	1.3	4.4	-34.0
COc1nonc1NCn1nc(C)cc1C	-5.8	10.4	-7.9	-31.7	2.9	-4.6	-9.6	-18.3	2.4	-16.5
COc1ccccc1N/C(N)=N/c1nc(C)cc(C)n1	2.2	9.3	-1.2	-16.1	2.1	-1.1	-0.9	0.5	-3.9	-6.3
Cc1ccc(C(=O)OCC(=O)Nc2ccc3[nH]c(=O)[nH]c3c2)cc1S(=O)(=O)N1CCOCC1	-2.2	31.6	-10.0	16.6	nt	-2.4	-0.6	-0.1	nt	nt
COCCCn1c(=O)c2sccc2n(Cc2ccccc2)c1=O	11.5	-17.3	17.2	-8.3	1.6	0.7	-12.7	-0.7	-0.2	-5.0
COc1ccc(-c2nc(C#N)c(N3CCCCCC3)o2)cc1	4.3	12.0	11.9	-2.1	2.3	-88.6	1.0	-0.5	3.2	-22.9
CC(C)n1nnnc1SCC(=O)NCCc1ccccc1	-2.0	14.1	-29.0	28.1	-0.2	-8.0	12.1	1.6	2.0	-13.3
Cc1cc(C)n(-c2ccc(C(=O)N3CCc4ccccc43)cc2)n1	0.6	3.8	-60.8	22.8	3.9	4.5	19.9	2.7	-0.5	-11.7
Cc1nnc(SCc2ccc(Cl)c(Cl)c2)s1	3.8	-24.0	-35.2	36.2	-2.1	-2.1	14.3	0.6	-1.2	-33.7
CC(Sc1nc2ccccc2c(=O)n1CC1CCCO1)C(=O)N(C)Cc1ccccc1 (stereo not drawn)	-0.6	2.8	15.0	-1.2	nt	1.4	-2.5	1.8	nt	nt
O=C1/C(=C/c2cccs2)CCC1C1CCCC1 (stereo not drawn)	0.6	18.8	-52.9	-7.0	0.9	11.1	15.1	3.2	-1.4	-28.5
N#Cc1ccc(CSc2nnc(-c3ccccn3)n2-c2ccc(Cl)cc2)cc1	0.7	-5.6	15.7	28.9	-1.5	-6.9	5.8	-0.1	3.0	9.5
CC(C)OCC1CC(CC(=O)NC(=S)Nc2cccc([N+](=O)[O-])c2)C(=O)O1 (stereo not drawn)	-2.2	17.3	-37.5	3.6	-0.5	0.4	-3.1	-0.1	2.1	9.6
Cc1c(N2C(=O)C(=O)/C(=C(/O)c3ccccc3)C2c2ccc(F)cc2)c(=O)n(-c2ccccc2)n1C (stereo not drawn)	-3.8	5.3	-6.1	15.2	-0.5	3.6	-1.3	-0.3	-0.8	17.1
O=C(NCc1ccccc1)C(c1ccncc1)N(C(=O)c1csnn1)C1CC1 (stereo not drawn)	-1.7	6.2	-15.4	4.1	-4.2	-5.3	-1.3	0.0	-1.9	-30.2
COc1ccc([N+](=O)[O-])cc1C(=O)Nc1ccc(OCC(=O)N2CCOCC2)cc1	9.9	25.1	8.6	13.6	-5.1	1.0	-7.5	-0.5	1.9	-31.9
CC(=O)Nc1ccccc1-c1nn[nH]n1	10.0	6.0	15.8	-1.6	-0.3	-0.6	-1.8	-0.1	-5.2	-34.6
O=C(COc1ccccc1)Nc1ncccn1	-11.9	14.6	-22.6	7.9	0.1	-2.7	-0.5	nt	-0.9	-16.4
CCOC(=O)N1CCN(C(=O)c2ccccc2N(Cc2ccccc2)S(=O)(=O)c2ccccc2)CC1	-0.4	12.3	-15.8	9.4	2.2	3.7	-0.2	-0.2	2.5	-4.1
CC1(C)C(=O)Nc2ccccc2N1C(=O)CN1C(=O)c2ccccc2C1=O	-5.9	-0.3	15.8	-0.3	4.0	13.1	-0.8	-0.2	0.9	-8.6
COc1ccc(C(=O)Nc2cccc(/C=C(\CCC(=O)O)c3nc4ccccc4s3)c2)cc1	10.0	23.5	-3.3	8.6	2.6	?	19.3	1.2	-2.4	-26.2
Cc1ccc(NC(=S)N=Nc2c(O)[nH]c3ccccc23)cc1	-6.4	38.3	8.4	17.6	12.9	-0.5	17.6	2.3	3.2	21.4
Cc1ccc(CNC(=O)CN(C(=O)C2(C)CC(=O)N=C3C=CC=CN32)c2cccc(C)c2C)cc1 (stereo not drawn)	9.3	8.5	-3.4	-18.0	-9.3	-53.7	-0.9	0.4	-4.3	-16.4
O=C(O)c1ccc(Cl)c(NCc2ccncc2)c1	2.8	14.0	-5.4	22.8	-4.6	nt	-1.4	0.8	0.6	-33.7
CCC1CCc2c(sc(NC(=O)c3ccoc3C)c2C(N)=O)C1 (stereo not drawn)	1.3	17.3	-88.7	21.5	0.4	10.2	15.4	0.7	3.0	-26.5
CCOC(=O)c1ccc(NC(=S)N2CCC(C(N)=O)CC2)cc1	-13.3	-0.5	-10.0	-2.3	-2.7	-1.4	-4.8	0.6	-6.6	-24.7
O=[N+]([O-])c1ccc(O)c(/C=N/NC(=S)Nc2ccc(Cl)cc2Cl)c1	-1.2	80.3	47.4	-28.8	10.9	14.6	-20.5	3.0	2.7	-9.0
CCOC(=O)c1c(-c2ccccc2)nc2cc(C)ccn12	-0.5	-7.5	-104.2	-0.2	1.2	2.0	5.2	4.2	-2.7	-84.3
CS(=O)(=O)N(CCc1ccccc1)CC(=O)N1CCN(c2ccccc2F)CC1	-2.5	18.5	-13.6	-1.0	-2.2	5.9	9.6	0.9	-0.9	-37.0
CN1CCSc2ccc(C(=O)NCc3cccc(Br)c3)cc21	2.8	2.4	-40.5	49.1	4.6	-43.3	31.6	0.9	-3.2	-18.8
COc1ccc(S(=O)(=O)N2c3ccccc3OCC2c2ccccc2)cc1 (stereo not drawn)	-3.8	22.1	-11.1	0.8	0.6	2.1	-5.8	0.5	3.6	16.7
CSc1ccccc1-c1nnc(-c2ccc(Cl)cc2)o1	-2.3	20.5	-145.9	30.4	4.9	0.2	22.3	2.7	-0.4	8.3
O=C1OC(c2ccccc2)=NC12CC2c1ccc(Cl)cc1 (stereo not drawn)	11.3	17.5	-28.3	4.4	-2.9	1.4	-17.6	-0.4	-2.5	14.8
CCCCOC(=O)C1CN(c2ccccc2)N=C1C(C)=O (stereo not drawn)	3.9	27.8	-33.6	22.7	0.0	2.0	19.6	-0.2	-2.6	-43.6
O=C(CSc1ccccc1)N[C@@H](Cc1ccccc1)C(=O)O	-8.1	0.7	15.1	-15.5	-3.2	1.8	-6.9	-0.4	4.5	-17.7
O=C(c1cccc(S(=O)(=O)N2CCN(c3ccc(F)cc3)CC2)c1)N1CCCCCCC1	-3.1	31.6	17.1	-8.0	nt	2.4	3.1	0.2	nt	nt
O=S(=O)(/N=C(/Nc1ccccc1F)c1ccccc1)c1ccccc1	-23.8	18.2	-9.6	3.8	5.4	13.1	-2.6	-0.1	4.1	-15.2
COc1cccc(-c2ccc(NC(=O)C3CCCN(CCCn4nc(C)cc4C)C3)cc2)c1 (stereo not drawn)	11.1	11.1	-29.7	6.0	-1.3	-4.9	6.7	-0.2	-2.4	-28.9
O=C(COc1cccnc1[N+](=O)[O-])NCc1ccccc1	-4.7	-67.6	-3.8	10.3	-8.9	0.1	0.0	-18.6	0.9	-26.1
N=C(SC1CC(=O)N(c2ccc(F)cc2)C1=O)N1N=C(c2ccccc2)CC1c1ccccc1 (stereo not drawn)	3.3	17.2	2.0	-9.8	7.8	1.3	3.8	-0.7	-2.9	2.0
CCCCc1cc(=O)oc2cc(OCC(=O)N(CC)CC)ccc12	0.1	17.5	17.6	19.6	7.0	-16.5	2.1	0.0	3.4	-12.9
Nc1c(S(=O)(=O)c2cccs2)c2nc3ccccc3nc2n1/N=C/c1cccc(O)c1	-6.5	28.5	22.7	18.8	-0.5	-6.7	16.1	1.4	-0.6	-2.2
O=C(O)c1cccc(NS(=O)(=O)c2ccc3c(c2)OCCCO3)c1	23.7	-8.3	-12.5	-2.5	0.7	8.7	-3.4	-0.3	-1.1	16.6
CC(C)Cc1nc(S(=O)(=O)c2ccc(Cl)cc2)c(N2CCOCC2)o1	-1.6	11.1	1.1	7.7	2.6	2.4	-1.8	0.0	7.5	-7.7
CCn1c(C)nc2cc(C(=O)NNC(=S)Nc3ccc(OC)cc3)ccc21	-0.5	16.5	0.8	-7.6	3.2	-0.5	2.7	1.9	3.2	-17.6
COC(=O)CSc1nnc(CNc2ccc(Cl)cc2)n1Cc1ccccc1	4.7	11.6	-49.9	23.5	0.0	-0.3	12.8	0.3	1.8	-22.4
CCOC(=O)C(C(=O)OCC)C1N=C(N)N=C2Oc3ccccc3N21 (stereo not drawn)	-5.2	10.8	-163.1	-11.0	2.7	-3.1	4.4	0.7	-1.7	-27.4
Cc1cc(NC(=O)c2ccc(C)o2)no1	-8.5	9.4	-37.5	-0.2	3.7	-0.9	4.4	1.0	-5.5	-41.9
COc1ccccc1OCC(O)Cn1c(=N)n(Cc2ccccc2)c2ccccc21 (stereo not drawn)	3.0	4.9	5.1	7.1	4.3	1.6	3.4	-0.6	-0.2	-52.3
COc1ccc2[nH]c(=O)c(CN(Cc3ccco3)C(=O)c3ccccc3)cc2c1	7.0	22.3	2.5	17.2	-8.9	-0.4	4.2	0.0	2.3	-14.2
COc1cc(NC(=O)C2CSC3(C)CCC(=O)N23)c(OC)cc1Cl (stereo not drawn)	-5.7	2.9	-1.9	1.2	nt	-0.5	-5.9	-0.1	nt	nt
CC(C)C(=O)N1CCC2(CC1)Oc1ccc(Cl)cc1C(=O)C21CC(c2ccc(Cl)cc2)=NO1 (stereo not drawn)	1.5	19.4	-20.1	-8.7	nt	?	0.4	-2.0	nt	nt
Cc1ccc(-n2cc(CN(C)Cc3nccn3C)c(-c3ccc(F)cc3)n2)cc1	-2.1	1.1	-7.6	nt	6.4	12.7	nt	0.0	1.6	10.4
O=C(O)CCCC(=O)Nc1ccc(Cl)c(Cl)c1	8.1	27.4	20.2	-1.0	6.0	-4.7	-1.2	0.2	-0.5	-29.7
Nn1cnc2scc(-c3ccco3)c2c1=O	-7.8	16.1	4.4	-7.0	0.3	2.7	-6.1	-0.3	0.6	-26.4

Source: PubChem BioAssay
